IDH1 R132H inh: qHTS for Inhibitors of mutant isocitrate dehydrogenase 1 (IDH1): qHTS. actives 0.093% (n = 390,000). Potency, µM (highest dose often 76.6 µM), without a hit: at the highest dose activity change, negative = inhibition, usual class: inhibitors. Isocitrate dehydrogenase [NADP] cytoplasmic (Homo sapiens), O75874. IDH1-R132H enzyme, NADPH consumption, diaphorase/resazurin fluorescence; note: % is set by controls: 0 for no effect and ±100 for the full control effect; nearly all actives have a fitted effect of over 65% in size
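IDH1-R132H (0.5 ug/mL dispensed) in pH 7.5 Tris buffer was preincubated 30 min with compound, then given a substrate mix of 0.016 mM NADPH and 2 mM alpha-KG for 80 min at room temperature; remaining NADPH was read by diaphorase/resazurin fluorescence.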
TrxR1 inh: qHTS Assay for Inhibitors of Mammalian Selenoprotein Thioredoxin Reductase 1 (TrxR1): qHTS. Thioredoxin reductase 1, cytoplasmic (Rattus norvegicus), O89049. recombinant rTrxR1, NADPH fluorescence consumption, selenite substrate. Potency, µM (highest dose often 114 µM), for inactives: top-dose activity change, negative = inhibition, hits mostly inhibitors. actives 1% (n = 390,000). AID 588453, 2011; note: % is set by controls: 0 for no effect and ±100 for the full control effect; nearly all actives have a fitted effect of over 65% in size
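Rat TrxR1 (90 nM in the dispensed reagent) was pre-reduced with 400 uM NADPH for 5 min at room temperature, then incubated with compound for 15 min. After 400 uM selenite was added, NADPH fluorescence (Ex 340/Em 450 nm) was followed for 8 min.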
TrxR1 substrate: qHTS Assay for Substrates of Mammalian Selenoprotein Thioredoxin Reductase 1 (TrxR1): qHTS; Thioredoxin reductase 1, cytoplasmic (Rattus norvegicus), O89049; purified TrxR1 substrate turnover, NADPH consumption readout; Potency, µM (top dose mostly 114 µM), for inactives: at the top dose activity change, negative = substrate turnover; actives 0.01% (n = 390,000); AID 588456, 2011; note: % is set by controls: 0 for no effect and ±100 for the full control effect; nearly all actives have a fitted effect of over 50% in size
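Rat TrxR1, dispensed at 90 nM, was prereduced with 400 uM NADPH (final) for 5 min at ~22 deg C, then incubated with compound 15 min before 400 uM selenite. A first-read NADPH fluorescence drop versus no-compound background flagged substrates.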
USP1-UAF1 inh: Inhibitors of USP1/UAF1: Primary Screen | recombinant USP1/UAF1, Ub-Rhodamine cleavage fluorescence | Potency, µM (top dose mostly 57.1 µM), without a hit: top-dose activity change, negative = inhibition, usual class: inhibitors | actives 0.23% (n = 390,000); note: % is set by controls: 0 for no effect and ±100 for the full control effect; nearly all actives have a fitted effect of over 60% in size; inactives centre near -12
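USP1/UAF1 complex (1 nM) preincubated 15 min at room temperature with compound, then Ub-Rho substrate (150 nM final) added. Kinetic fluorescence at 480/540 nm over 6 reads at 60 s intervals; 50 mM HEPES pH 7.8, 0.5 mM EDTA, 0.1 mg/ml BSA, 1 mM TCEP, 0.01% Tween-20.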
Vif-APOBEC3F blk: qHTS for Inhibitors of Vif-A3F Interactions: qHTS | HeLa A3F-eYFP + Vif (tagged APOBEC3F with the HIV-1 protein that degrades it), YFP fluorescence increase | Potency, µM (highest dose often 46.1 µM), for inactives: top-dose activity, negative = active | actives 0.2% (n = 390,000); note: % of control where 0% means no effect; nearly all actives have a fitted effect of over 65% in size
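HeLa cells stably expressing Vif plus C-terminally eYFP-tagged A3F were seeded, incubated overnight at 37 deg C, dosed with compound, incubated overnight again at 37 deg C. Yellow fluorescence (Ex 488/Em 500-530) reported blocked Vif-mediated A3F-eYFP degradation.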
RGS4 inh: Inhibitors of Regulator of G Protein Signaling (RGS) 4: qHTS. actives 0.039% (n = 390,000). Transcreener GDP fluorescence polarization, RGS4-accelerated GTP hydrolysis. Potency, µM (doses to about 114 µM), for the others: top-dose activity change, negative = inhibition, actives largely listed as inhibitors; note: % is set by controls: 0 for no effect and ±100 for the full control effect; nearly all actives have a fitted effect of over 75% in size; some results filed as inactive show a strong effect at the top dose
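MLSMR compounds (23 nl, pin-transferred) preincubated 10 min at room temperature with a 500nM (2x) first reagent, then RGS4 at 900nM (2x) plus Transcreener GDP mix added; fluorescence polarization (620/688 nm) read before and after 90 min at 30 °C.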
ALOX12 inh: Primary qHTS assay for inhibitors of human arachidonate 12S-lipoxygenase (ALOX12): Round 2; Polyunsaturated fatty acid lipoxygenase ALOX12 (Homo sapiens), P18054; purified 12hLO, xylenol orange hydroperoxide absorbance; Potency, µM (highest dose often 108 µM), without a hit: top-dose activity change, negative = inhibition, hits mostly inhibitors; actives 1.1% (n = 580,000); AID 1671190, 2021; note: % is set by controls: 0 for no effect and ±100 for the full control effect
Target sequence (P18054 whole entry, looked up): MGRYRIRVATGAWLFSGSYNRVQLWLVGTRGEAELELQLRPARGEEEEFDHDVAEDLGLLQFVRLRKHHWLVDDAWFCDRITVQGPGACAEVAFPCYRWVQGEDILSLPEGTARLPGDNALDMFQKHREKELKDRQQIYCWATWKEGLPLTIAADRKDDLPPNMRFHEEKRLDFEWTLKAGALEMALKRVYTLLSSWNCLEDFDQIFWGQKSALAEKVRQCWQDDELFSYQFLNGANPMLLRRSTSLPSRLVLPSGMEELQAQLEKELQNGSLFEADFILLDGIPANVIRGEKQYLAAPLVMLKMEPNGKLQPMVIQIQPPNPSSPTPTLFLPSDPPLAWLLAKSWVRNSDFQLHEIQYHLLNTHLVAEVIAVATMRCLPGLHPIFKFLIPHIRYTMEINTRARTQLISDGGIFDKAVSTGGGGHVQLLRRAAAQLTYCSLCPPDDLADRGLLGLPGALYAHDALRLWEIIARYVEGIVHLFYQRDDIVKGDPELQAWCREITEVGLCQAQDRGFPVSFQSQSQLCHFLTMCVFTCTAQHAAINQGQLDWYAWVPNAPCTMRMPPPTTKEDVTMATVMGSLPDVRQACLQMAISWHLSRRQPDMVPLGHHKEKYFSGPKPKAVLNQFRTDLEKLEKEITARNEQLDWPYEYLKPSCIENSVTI
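Hydroperoxide product was detected by ferrous iron/xylenol orange as the 573 to 405 nm absorbance ratio. Arachidonic acid at 40 uM (final) was turned over for 30 min at room temperature by 150 nM human 12hLO, pH 7.0 Hepes buffer, after 15 min compound preincubation.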
Vif-APOBEC3G blk: qHTS for Inhibitors of Vif-A3G Interactions: qHTS. HeLa A3G-eYFP + Vif (tagged APOBEC3G with the HIV-1 protein that degrades it), YFP fluorescence, overnight. Potency, µM (doses to about 46.1 µM), inactives show at the top dose activity, negative = active, usual class: inhibitors. actives 0.076% (n = 410,000). AID 602310, 2012;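 note: % is set by controls: 0 for no effect and ±100 for the full control effect; nearly all actives have a fitted effect of over 60% in size; hits raise eYFP signal because A3G escapes Vif-driven loss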
Target sequence (Q9HC16 whole entry, looked up): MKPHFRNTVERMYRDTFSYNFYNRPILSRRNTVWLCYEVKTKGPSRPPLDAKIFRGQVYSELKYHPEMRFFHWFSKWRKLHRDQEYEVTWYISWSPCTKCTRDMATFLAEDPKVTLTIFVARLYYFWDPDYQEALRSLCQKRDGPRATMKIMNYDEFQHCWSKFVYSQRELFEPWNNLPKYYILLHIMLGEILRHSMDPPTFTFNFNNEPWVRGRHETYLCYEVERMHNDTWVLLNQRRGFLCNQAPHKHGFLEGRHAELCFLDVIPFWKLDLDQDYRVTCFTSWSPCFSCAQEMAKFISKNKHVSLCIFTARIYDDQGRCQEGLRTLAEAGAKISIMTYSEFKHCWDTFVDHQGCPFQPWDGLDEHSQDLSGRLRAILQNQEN
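HeLa cells stably expressing Vif and C-terminally eYFP-tagged A3G, seeded overnight at 37 deg C, then exposed to compound by pintool overnight at 37 deg C. Rise in yellow fluorescence (Ex 488/Em 500-530, Acumen) marks blocked Vif-driven A3G degradation.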
RXFP1 agonist: qHTS Assay for Agonists of the Relaxin Receptor RXFP1; HEK293T-RXFP1 cAMP TR-FRET, 30 min; response scale: percent of porcine relaxin response, buffer zero; Potency, µM (top dose mostly 57.5 µM), for the others: at the top dose activation, actives largely listed as activators; actives 0.3% (n = 370,000); note: % is set by controls: 0 for no effect and ±100 for the full control effect; nearly all actives have a fitted effect of over 60% in size; many of its hits are not listed in these tables
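HEK293 cells stably expressing RXFP1, treated 30 min at 37C with compounds plus PDE4 inhibitor Ro 20174; cAMP measured by HTRF TR-FRET. Normalized to buffer and 29 nM porcine relaxin; EC50 by Hill fit.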
Starred values were filed as active, the others as inactive; [ ] = dose if it differs, or a comment. Calls come from the whole dose curve; as a rule, active = well fitted curve in the direction sought with a large enough effect; inconclusive = small, poorly fitted or top-dose-only effect, or another doubt; inactive = no such curve, though single readings can be large; an effect the other way counts as inactive or inconclusive. Potency is the fitted concentration of half-maximal effect. These rows are one share of the data; the hit share may differ from the screen's.

A first look, two compounds:
Cc1[nH]c(C(=O)N/N=C/c2ccc(C(=O)O)cc2)c(C)c1C(=O)N/N=C/c1ccc(C(=O)O)cc1 was read as IDH1 R132H inh 14.7%, TrxR1 inh -0.6%[57.1 µM], TrxR1 substrate -1.4%[57.1 µM], USP1-UAF1 inh -1.9%, Vif-APOBEC3F blk -1.8%, RGS4 inh 1.5%, ALOX12 inh -21.0%, Vif-APOBEC3G blk -0.4% and RXFP1 agonist -0.4%.
For C=CCC(CC)C(=O)NC(=O)N1CCCc2ccccc21 (stereo not given) the results were IDH1 R132H inh 2.5%, TrxR1 inh 5.3%, TrxR1 substrate 0.2%, USP1-UAF1 inh -25.2%, Vif-APOBEC3F blk 0.6%, RGS4 inh -12.8%, ALOX12 inh 19.2%, Vif-APOBEC3G blk 1.0% and RXFP1 agonist -1.4%.

Main list, repeating the preview:
Cc1[nH]c(C(=O)N/N=C/c2ccc(C(=O)O)cc2)c(C)c1C(=O)N/N=C/c1ccc(C(=O)O)cc1 was read as IDH1 R132H inh 14.7%, TrxR1 inh -0.6%[57.1 µM], TrxR1 substrate -1.4%[57.1 µM], USP1-UAF1 inh -1.9%, Vif-APOBEC3F blk -1.8%, RGS4 inh 1.5%, ALOX12 inh -21.0%, Vif-APOBEC3G blk -0.4% and RXFP1 agonist -0.4%.
For C=CCC(CC)C(=O)NC(=O)N1CCCc2ccccc21 (stereo not given) the results were IDH1 R132H inh 2.5%, TrxR1 inh 5.3%, TrxR1 substrate 0.2%, USP1-UAF1 inh -25.2%, Vif-APOBEC3F blk 0.6%, RGS4 inh -12.8%, ALOX12 inh 19.2%, Vif-APOBEC3G blk 1.0% and RXFP1 agonist -1.4%.
`O=C(NC(Cc1ccc(O)cc1)C(=O)O)c1ccco1` (stereo not given) gave IDH1 R132H inh 6.6%, TrxR1 inh 6.6%[57.1 µM], TrxR1 substrate 7.1%[57.1 µM], USP1-UAF1 inh -2.6%, Vif-APOBEC3F blk 0.4%, RGS4 inh 15.8%, ALOX12 inh -53.0%, Vif-APOBEC3G blk -0.3% and RXFP1 agonist 1.9%.
`Clc1ncccc1-c1nc2ccccc2s1` gave IDH1 R132H inh 6.8%, TrxR1 inh 16.1%, TrxR1 substrate 3.7%, USP1-UAF1 inh -23.0%, Vif-APOBEC3F blk 11.4%, RGS4 inh inconclusive, ALOX12 inh -4.1%, Vif-APOBEC3G blk 0.5% and RXFP1 agonist 3.8%.
Screening N#Cc1nc(-c2cccc3ccccc23)oc1NCCN1CCCCC1 returned IDH1 R132H inh 4.5%, TrxR1 inh 56.6%[activator], TrxR1 substrate 206.3%[activator], USP1-UAF1 inh -15.1%, Vif-APOBEC3F blk 4.9%, RGS4 inh -18.9%, ALOX12 inh -33.1%, Vif-APOBEC3G blk -1.7% and RXFP1 agonist 17.2%.
O=C(NC1Cc2ccccc2C1)c1cc(COc2cccc(C(F)(F)F)c2)on1 was read as IDH1 R132H inh -18.9%, TrxR1 inh 13.7%, TrxR1 substrate -2.7%, USP1-UAF1 inh -17.3%, Vif-APOBEC3F blk -8.7%, RGS4 inh 37.3%, ALOX12 inh 16.7%, Vif-APOBEC3G blk -8.8% and RXFP1 agonist 1.5%.
Screening COc1ccc(NCCC(O)c2ccc(Cl)cc2)cc1 (stereo not given) returned IDH1 R132H inh 22.5%, TrxR1 inh 6.0%[57.1 µM], TrxR1 substrate 7.5%[57.1 µM], USP1-UAF1 inh -9.7%, Vif-APOBEC3F blk 15.4%, RGS4 inh -13.8%, ALOX12 inh 0.0%, Vif-APOBEC3G blk 1.5% and RXFP1 agonist -1.3%.
Screening CC[n+]1c(C)n(C)c2cc(S(=O)(=O)N(C)C)ccc21 returned IDH1 R132H inh 26.5%, TrxR1 inh 8.4%, TrxR1 substrate 4.5%, USP1-UAF1 inh 3.3%, Vif-APOBEC3F blk 8.5%, RGS4 inh -10.6%, ALOX12 inh 8.1%, Vif-APOBEC3G blk -2.5% and RXFP1 agonist 0.3%.
Screening Cn1c(-n2cccc2)c(-c2c(-c3ccc(F)cc3)[nH]c3c2c(=O)n(C)c(=O)n3C)c(=O)n(C)c1=O returned IDH1 R132H inh 13.2%, TrxR1 inh 27.4%, TrxR1 substrate 4.2%, USP1-UAF1 inh -29.5%, Vif-APOBEC3F blk 3.5%, RGS4 inh 4.7%, ALOX12 inh -12.5%, Vif-APOBEC3G blk 3.4% and RXFP1 agonist 0.8%.
For CCCCNC(=S)Nc1ccc([N+](=O)[O-])cc1 the results were IDH1 R132H inh 2.0%, TrxR1 inh -19.8%, TrxR1 substrate -12.1%, USP1-UAF1 inh -16.0%, Vif-APOBEC3F blk 0.0%, RGS4 inh -41.5%, ALOX12 inh inconclusive, Vif-APOBEC3G blk 1.0% and RXFP1 agonist 0.0%.
`CCOC(=O)c1cc(NC(=O)c2cccnc2)ccn1` gave IDH1 R132H inh 2.2%, TrxR1 inh 14.9%[57.1 µM], TrxR1 substrate 15.7%, USP1-UAF1 inh -1.4%, Vif-APOBEC3F blk 0.9%, RGS4 inh -1.0%, ALOX12 inh -44.0% and Vif-APOBEC3G blk -0.6%.
Screening Cc1cc(C(=O)Nc2ccccc2C(=O)N2CCCCC2)ccc1[N+](=O)[O-] returned IDH1 R132H inh 3.8%, TrxR1 inh 26.8%, TrxR1 substrate 1.3%, USP1-UAF1 inh -7.8%, Vif-APOBEC3F blk -1.4%, RGS4 inh 6.1%, ALOX12 inh -11.3%, Vif-APOBEC3G blk -1.3% and RXFP1 agonist 3.1%.
For Cc1cc(C)c(Cn2c(=O)n(-c3ccccc3Cl)c(=O)c3c(C)c(C(=O)N(C)C)sc32)c(C)c1 the results were IDH1 R132H inh -23.3%, TrxR1 inh 20.3%[57.1 µM], TrxR1 substrate 6.2%[57.1 µM], USP1-UAF1 inh -13.5%, Vif-APOBEC3F blk 0.0%, RGS4 inh -15.0%, ALOX12 inh -21.0%, Vif-APOBEC3G blk 0.4% and RXFP1 agonist inconclusive.
For Cc1nn(-c2ccccc2)c2c1N(CC(=O)NCc1ccc(N(C)C)cc1)C(=O)CS2 the results were IDH1 R132H inh -11.2%, TrxR1 inh 15.4%[57.1 µM], TrxR1 substrate 0.1%[57.1 µM], USP1-UAF1 inh inconclusive, Vif-APOBEC3F blk -0.7%, RGS4 inh -21.9%, ALOX12 inh -27.8%, Vif-APOBEC3G blk 0.7% and RXFP1 agonist -3.3%.
`CN(CCCN1CCOCC1)C(=O)c1cc(COc2c(F)cccc2F)on1` gave IDH1 R132H inh 5.9%, TrxR1 inh -14.9%, TrxR1 substrate -8.1%, USP1-UAF1 inh -16.2%, Vif-APOBEC3F blk 2.8%, RGS4 inh -45.1%, ALOX12 inh 461.1%[activator], Vif-APOBEC3G blk -0.3% and RXFP1 agonist -2.2%.
Screening CC(=O)Nc1cccc(NC(=O)COc2ccccc2C)c1 returned IDH1 R132H inh 5.5%, TrxR1 inh 2.0%, TrxR1 substrate 9.9%, USP1-UAF1 inh -15.4%, Vif-APOBEC3F blk -10.7%, RGS4 inh -39.4%, ALOX12 inh 0.0%, Vif-APOBEC3G blk 0.2% and RXFP1 agonist 0.2%.
`O=C(Cc1cccs1)N1CCN(S(=O)(=O)c2cccc([N+](=O)[O-])c2)CC1` gave IDH1 R132H inh -7.5%, TrxR1 inh 15.0%, TrxR1 substrate 5.2%, USP1-UAF1 inh -22.6%, Vif-APOBEC3F blk -6.9%, RGS4 inh -1.0%, ALOX12 inh -19.9%, Vif-APOBEC3G blk 0.7% and RXFP1 agonist 1.9%.
`Cc1cc(F)ccc1S(=O)(=O)N(CC(=O)N1CCOCC1)CC(=O)N1CCOCC1` gave IDH1 R132H inh 2.5%, TrxR1 inh 13.6%[57.1 µM], TrxR1 substrate -3.9%[57.1 µM], USP1-UAF1 inh 3.1%, Vif-APOBEC3F blk -21.5%, RGS4 inh -9.1%, ALOX12 inh 15.8% and Vif-APOBEC3G blk 0.7%.
Screening CCn1c(SCC(=O)NCCCN2CCCC2=O)nnc1-c1cccc(C)c1 returned IDH1 R132H inh -2.8%, TrxR1 inh -10.5%, TrxR1 substrate -9.8%, USP1-UAF1 inh -3.5%, Vif-APOBEC3F blk -1.8%, RGS4 inh 26.1%, ALOX12 inh 10.9%, Vif-APOBEC3G blk 0.8% and RXFP1 agonist -0.1%.
CCN(CC(=O)NCc1cccs1)c1ccc(S(=O)(=O)N2CCCC2)cn1 was read as IDH1 R132H inh -12.4%, TrxR1 inh 23.5%, TrxR1 substrate 6.6%, USP1-UAF1 inh -21.0%, Vif-APOBEC3F blk 12.9%, RGS4 inh 17.8%, ALOX12 inh 1.5%, Vif-APOBEC3G blk 0.6% and RXFP1 agonist 4.5%.

Screening data deposited in PubChem by National Center for Advancing Translational Sciences (NCATS).
